Screens as filed in PubChem BioAssay.
S3 lipid droplet – qHTS Assay for Lipid Storage Modulators in Drosophila S3 Cells. 320,000 tested, 0.64% active. AID 2685, 2010. Potency in µM for hits, for the others lipid storage change, negative = inhibition, % at the top dose, mostly 46.1 µM. Drosophila S3 cells, BODIPY lipid droplet fluorescence, 18-24 h; cells fed with added oleic acid; active = well fitted inhibition curve with a large enough effect in the signal ratio, with a control signal flat, not every such curve was filed as active; inconclusive = small, poorly fitted or top-dose-only effect, or effect the other way, or a change in a side signal; the % refers to the signal ratio
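Laser-scanning cytometry quantifies lipid droplet accumulation (500–530 nm total intensity; droplet/cell object ratio) in oleic acid-fed (400 uM added) Drosophila S3 cells treated with a concentration series. 20 uM Triacsin C defined 100% inhibition.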
S3 lipid droplet cell count max – further read-out of S3 lipid droplet, marked with its call; cell number change, %; measured here: cell count max response;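 cells counted by Cell Tracker Red CMTPX staining in the red channel; peak over a dose series mostly up to 46.1 µM; percent activity relative to internal control wells on each plate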
Starred values were filed as active, the others as inactive; i = inactive; ? = inconclusive; . = not tested or not shown. % is set by controls: 0 for no effect and ±100 for the full control effect; potency is the fitted concentration of half-maximal effect.

cpd	Compound	S3 lipid droplet	S3 lipid droplet cell count max
1	CC1CCCCC12NC(=O)N(CC(=O)OCC(=O)c1ccc(OC(F)F)cc1OC(F)F)C2=O (stereo not drawn)	-27%	14
2	Cc1ccc2c(c1)C1CN(C)CCC1N2S(=O)(=O)c1cccc(C(F)(F)F)c1 (stereo not drawn)	?	.
3	Cc1cccc(-c2ocnc2C(=O)N2CCN(C(=O)c3cccs3)CC2)c1	?	.
4	CCOC(=O)C1CCN(S(=O)(=O)c2ccc(C(C)(C)C)cc2)CC1	23%	12
5	Cc1ccc(C23CC4CC(CC(CC(=O)N5CCOCC5)(C4)C2)C3)cc1	?	.
6	Cc1ccc(C(=O)COC(=O)c2ccncc2)cc1[N+](=O)[O-]	?	.
7	CCN(Cc1nc2ccccc2c(=O)[nH]1)C(=O)C1CC(=O)N(c2cccc3ccccc23)C1 (stereo not drawn)	?	.
8	CCOC(=O)CSc1ncc(-c2ccccc2)cn1	?	.
9	COc1ccc(CCNS(=O)(=O)CC23CCC(CC2=O)C3(C)C)cc1OC (stereo not drawn)	i	26
10	CC(=O)NS(=O)(=O)c1ccc(N2C(=O)CC(Sc3nccc(C)n3)C2=O)cc1 (stereo not drawn)	?	.
11	COc1cccc(OCc2nnc(SCC(=O)OCc3ccccc3)o2)c1	?	.
12	COc1ccc(C(=O)Nc2ccccc2C(=O)NC(Cc2ccc(O)cc2)C(=O)NNC(=O)c2ccccc2)cc1 (stereo not drawn)	?	.
13	S=c1[nH]nc(-c2cccnc2)n1/N=C/C=C/c1ccco1	-3%	-22
14	CC(C)(C)OC(=O)NCc1ccc(NC(=O)c2nc[nH]c2C(=O)N[C@@H](Cc2ccccc2)C(=O)OCc2ccccc2)cc1	-28%	0
15	Cc1cccc(NC(=S)NC2CCCCC2)n1	11%	0
16	CCOCCCn1c(SCC(=O)Nc2ccccc2OC)nc2ccccc2c1=O	?	.
17	CN1CCC(=NOc2ccc([N+](=O)[O-])cc2)CC1	?	.
18	Cc1ccccc1NC(=O)C1CCCN1S(=O)(=O)c1cccc2cccnc12 (stereo not drawn)	?	.
19	CCCn1nc(C(=O)Nc2ccc3nc(C)sc3c2)c2ccccc2c1=O	?	.
20	CCOC(=O)C(=CNc1ccc2c(c1)CCN2C(C)=O)C(=O)OCC	7%	-4
21	CCOc1ccc(OCCC(=O)NNC(=O)c2cc(OC)c(OC)c(OC)c2)cc1	?	.
22	CCCNC(=O)c1oc2ccc3c(c2c1C)C(=O)CC(C)(C)O3	?	.
23	CCOC(=O)Cn1c(S(=O)(=O)Cc2cccc(F)c2)nc(-c2ccccc2)c1-c1ccccc1	i	.
24	Cc1c(CNCC(C)c2ccccc2)c(C(=O)O)c(C)n1Cc1ccccc1 (stereo not drawn)	-4%	-18
25	Cc1cc(C(=O)NC2CCCc3c2cnn3-c2ccc(C(C)(C)C)cc2)n[nH]1 (stereo not drawn)	?	.
26	CCc1nc(C)cn1S(=O)(=O)c1ccc(Cl)c(Cl)c1Cl	?	.
27	Cc1ccc(-c2ccc(/C=N/N3C(=O)C4C5C=CC(CC5)C4C3=O)o2)c([N+](=O)[O-])c1 (stereo not drawn)	?	.
28	O=C(O)C1CCN(C(=O)OCc2ccccc2)CC1	1%	0
29	CC1(C)OC2C(O1)[C@@H](CO)O[C@H]2n1cnc2c(N)ncnc21 (stereo partly drawn)	i	3
30	CCN(C(=O)COC(=O)c1c(-c2ccccc2)noc1C)c1c(N)n(Cc2ccccc2)c(=O)[nH]c1=O	?	.
31	O=C(CN1CCN(C(=O)c2ccco2)CC1)Nc1cc(C(F)(F)F)ccc1Cl	16%	-15
32	COc1ccccc1NC(=O)c1ccc(CSc2ncccn2)cc1	3%	11
33	CN(CC(=O)Nc1ccc(F)cc1)CC(=O)N1CCCCCC1	?	.
34	Cc1ccc(-c2nc(NCCCO)c3ccccc3n2)cc1	i	-22
35	COc1ccc(Cl)cc1-n1c(=S)sc2c(=O)[nH]c(SCC(=O)NCCC(C)C)nc21	?	.
36	Oc1ccc(-c2nnc(-c3ccccc3)c(-c3ccccc3)n2)cc1	?	.
37	COc1ccc(CCNC(=O)c2cc(-c3cc(C)c(C)cc3O)n[nH]2)cc1OC	?	.
38	OCCN=C1CCCc2c1[nH]c1ccc(Br)cc21	20%	-24
39	O=C(c1ccccc1)N1N=C(C(F)(F)F)CC1(O)c1ccccc1O (stereo not drawn)	?	.
40	CS(=O)(=O)c1nc(-c2cccs2)cc(C(F)(F)F)n1	?	.
41	CC(C)(C)C(=O)N1CCN(S(=O)(=O)c2ccc3c(c2)OCCCO3)CC1	?	.
42	CCCCCCOC(=O)Nc1ccc(S(=O)(=O)Nc2cccc([N+](=O)[O-])c2)cc1	?	.
43	COC(=O)c1ccc(/C=C/C(=O)c2cccc(OC)c2)cc1	?	.
44	CN(C(=O)c1ccc2c(c1)SC1=NS(=O)(=O)CCN12)C(c1ccccc1)c1ccccc1	12%	25
45	On1c(-c2ccc(Cl)cc2)nc2ccccc21	?	.
46	C/C(=N\NC(=S)Nc1ccc(C(C)C)cc1)c1ccc2c(c1)OCO2	?	.
47	CC1(C)OC2C(CO)OC(n3cnc4c(=S)nc[nH]c43)C2O1 (stereo not drawn)	0%	9
48	Nc1ccc2c(c1)OCCOCCOCCOCCOCCO2	?	.
49	CCN(c1ccccc1)S(=O)(=O)c1cc2c3c(c1)CCN3C(=O)CC2	21%	2
50	CCNS(=O)(=O)c1ccc(CCC(=O)NC2CCCC2)cc1	0%	.

Later entries.
cpd	Compound	S3 lipid droplet	S3 lipid droplet cell count max
51	Cc1sc2ncnc(SCC(=O)Nc3ncccc3O)c2c1C	?	.
52	Cc1nc2ccc(NC(=O)[C@@H](NC(=O)c3c(F)cccc3F)C(C)C)cc2s1	?	.
53	CC(=O)Nc1ccc(S(=O)(=O)N2CCN(CC(=O)N3CCOCC3)CC2)cc1	-8%	-8
54	C=Cc1ccc(Cn2nc(-c3ccccc3)ccc2=O)cc1	-17%	-23
55	Nc1cc(-c2nn[nH]n2)ccc1F	?	.
56	Cc1cccc(OCc2nc(C#N)c(NCCN(C)C)o2)c1	?	.
57	COc1cccc(C2/C(=C(/O)c3ccc4c(c3)CC(C)O4)C(=O)C(=O)N2c2nnc(C)s2)c1 (stereo not drawn)	i	-17
58	O=C(O)c1ccccc1SC1CC(=O)N(c2ccc3c(c2)OCO3)C1=O (stereo not drawn)	?	.
59	Cc1ccc(S(=O)(=O)N2C=CC(C(F)(F)F)=NCC2)cc1	?	.
60	O=C(CN1CCC(NC(=O)c2ccc(Br)cc2)CC1)NCc1cccs1	-3%	17

Three entries out of the list above, ordered by their value in S3 lipid droplet cell count max, high to low.
cpd	Compound	S3 lipid droplet	S3 lipid droplet cell count max
60	O=C(CN1CCC(NC(=O)c2ccc(Br)cc2)CC1)NCc1cccs1	-3%	17
53	CC(=O)Nc1ccc(S(=O)(=O)N2CCN(CC(=O)N3CCOCC3)CC2)cc1	-8%	-8
57	COc1cccc(C2/C(=C(/O)c3ccc4c(c3)CC(C)O4)C(=O)C(=O)N2c2nnc(C)s2)c1 (stereo not drawn)	i	-17

Other records:
cpd	Compound	S3 lipid droplet	S3 lipid droplet cell count max
61	COc1ccc(C(=O)Nc2ccc3nc(N4CCCCC4)cc(C)c3c2)c(OC)c1	?	.
62	O=c1c2ccccc2c(/C=N/c2n[nH]c(CCCO)n2)c(O)n1-c1ccccc1Cl	?	.
63	COc1ccc(CNS(=O)(=O)c2cc(-c3cc(C)no3)ccc2C)cc1OC	?	.
64	Cn1cccc1C(=O)NC(=O)COC(=O)CNS(=O)(=O)c1ccc(Br)cc1	?	.
65	Cc1ccc(NC(=O)CN(C)C(=O)c2cc(C)on2)cc1	?	.
66	COC(=O)C1=C(Nc2ccc(C)cc2)C=C(C)C(C(=O)OC)C1c1ccc(F)cc1 (stereo not drawn)	-7%	-19
67	COc1ccc(C(=O)NC(=S)Nc2ccc(S(=O)(=O)Nc3cc(C)on3)cc2)cc1OC	17%	-5
68	CC(=O)C1=C(c2ccccc2)NC(=O)NC1c1cccs1 (stereo not drawn)	?	.
69	CCn1c(SCC(=O)NC2CCS(=O)(=O)C2)nnc1-c1ccccc1 (stereo not drawn)	?	.
70	CCOc1cc(S(=O)(=O)NC2CCCCC2)ccc1F	?	.

A portion from the list above, for reference:
cpd	Compound	S3 lipid droplet	S3 lipid droplet cell count max
66	COC(=O)C1=C(Nc2ccc(C)cc2)C=C(C)C(C(=O)OC)C1c1ccc(F)cc1 (stereo not drawn)	-7%	-19
67	COc1ccc(C(=O)NC(=S)Nc2ccc(S(=O)(=O)Nc3cc(C)on3)cc2)cc1OC	17%	-5

Following part:
cpd	Compound	S3 lipid droplet	S3 lipid droplet cell count max
71	CCC(C)c1ccccc1NC(=O)C(C)Sc1n[nH]c(N)n1 (stereo not drawn)	4%	-17
72	CSc1ncccc1C(=O)N1CCCC(C(=O)c2ccc3ccccc3c2)C1 (stereo not drawn)	?	.
73	C[C@H]1CN=C(N(C)C)N1CCc1cccc(F)c1	?	.
74	CN(C)C(CNC(=O)c1cccc(S(=O)(=O)N2CC3(C)CC2CC(C)(C)C3)c1)c1ccco1 (stereo not drawn)	?	.
75	C=CCn1c(COc2ccc(OC)cc2)nnc1SC(C)C(=O)NC1CC1 (stereo not drawn)	?	.
76	Nn1c(SCC(=O)N2CCCc3ccccc32)nnc1-c1ccccc1	i	6
77	N/C(=N\OC(=O)c1ccc2c(c1)OCO2)c1cccc([N+](=O)[O-])c1	2%	19
78	CCOC(=O)c1sc(=S)n(-c2ccc(Cl)cc2)c1C	0%	0
79	CCc1ccc(S(=O)(=O)Nc2ccc(O)c3c(=O)cc(-c4ccccc4Cl)oc23)cc1	11%	11
80	Nc1c(S(=O)(=O)c2cc(Cl)ccc2Cl)c2nc3ccccc3nc2n1CCN1CCOCC1	?	.
81	C=CCN(C(=O)c1csnn1)C(C(=O)NC1CCCCC1)c1ccc(Cl)cc1 (stereo not drawn)	?	.
82	COc1cccc(-n2nnc3c(=O)n(CC(=O)Nc4cc(C)on4)cnc32)c1	?	.
83	C=CCOc1ccccc1CN1CCC(Oc2ccc(C(=O)N3CCCC3)cc2)CC1	?	.
84	NNC(=O)c1cncn1-c1ccc(F)cc1	i	0
85	O=C(NCCCN1CCCCCC1)c1ccc2c(c1)NC(=O)C(N1CCOCC1)S2 (stereo not drawn)	-9%	15
86	CCOc1ccccc1NC(=S)NCc1ccccc1	6%	-17
87	CCOc1cc2c(cc1OCC)C(c1ccccc1OC)OC(=O)C2 (stereo not drawn)	?	.
88	CC1=C(C#N)C(=O)NC(C)(C)C1	?	.
89	CCOC(=O)C1=C(C)OC(N)=C(C#N)C1c1cccc(C)c1 (stereo not drawn)	18%	26
90	CN(C(=O)c1cccc(S(=O)(=O)N2CCOCC2)c1)c1c(N)n(Cc2ccccc2)c(=O)[nH]c1=O	?	.

Sorted by molar mass (low to high): some entries from above
cpd	Compound	S3 lipid droplet	S3 lipid droplet cell count max
86	CCOc1ccccc1NC(=S)NCc1ccccc1	6%	-17
89	CCOC(=O)C1=C(C)OC(N)=C(C#N)C1c1cccc(C)c1 (stereo not drawn)	18%	26
87	CCOc1cc2c(cc1OCC)C(c1ccccc1OC)OC(=O)C2 (stereo not drawn)	?	.
82	COc1cccc(-n2nnc3c(=O)n(CC(=O)Nc4cc(C)on4)cnc32)c1	?	.
85	O=C(NCCCN1CCCCCC1)c1ccc2c(c1)NC(=O)C(N1CCOCC1)S2 (stereo not drawn)	-9%	15

Further compounds follow:
cpd	Compound	S3 lipid droplet	S3 lipid droplet cell count max
91	Cc1ccc(S(=O)(=O)NC(CC(=O)O)c2cccs2)cc1 (stereo not drawn)	?	.
92	COc1cccc(C(N)CC(=O)O)c1 (stereo not drawn)	?	.
93	COc1ccccc1NC(=O)CC1C(=O)NCCN1C(=O)Nc1ccccc1 (stereo not drawn)	?	.
94	COc1ccc(-c2cc(C(=O)NCc3ccco3)no2)cc1OC	?	.
95	CC(C)CN(CC(C)C)C(=S)Nc1ccc(Cl)cc1	-1%	6
96	CCn1c(-c2cc(C3CC3)nc3ccccc23)n[nH]c1=S	?	.
97	Fc1ccc(NC(=S)N2N=CCC2c2ccccc2)cc1 (stereo not drawn)	?	.
98	Cc1ccc(/C=C/C(=O)Nc2ccc(N(C)C)cc2)o1	?	.
99	Cc1nnc2c3ccccc3c(-c3cccc4ccccc34)nn12	-7%	5
100	O=C(Nc1cccc(S(=O)(=O)NC2=NCCC2)c1)c1cc(-c2ccco2)nc2ccccc12	10%	15
101	COc1ccc(OCC(=O)Nc2ccc3oc(=O)ccc3c2)cc1	?	.
102	CCc1cc(=O)oc2cc(C)cc(OCC(C)=O)c12	-9%	-1
103	COc1ccc(NC(=O)COC(=O)CNS(=O)(=O)c2ccccc2)cc1OC	?	.
104	CCN(CC)S(=O)(=O)c1ccc(N2CCCC2)c(NS(=O)(=O)c2ccccc2)c1	?	.
105	COc1cccc(-c2nnc(SCC(=O)Nc3cc(C)on3)n2C)c1	?	.
106	COCC(C)n1c(SCc2nc3ccccc3c(=O)[nH]2)nc2ccccc2c1=O (stereo not drawn)	?	.
107	CCOc1ccc(/C=C2\SC(=S)N(CC(=O)NCCCN3CCOCC3)C2=O)cc1	?	.
108	O=C1C2C3C=CC(C4CC34)C2C(=O)N1/N=C/c1ccc(-c2ccccc2[N+](=O)[O-])o1 (stereo not drawn)	?	.
109	COC(=O)c1sc2nc(C)nc(SCC(=O)Nc3sccc3C(N)=O)c2c1C	?	.
110	CCN(Cc1cc2ccccc2[nH]c1=O)C(=O)c1cccc([N+](=O)[O-])c1	?	.

Not all compounds are listed; count on the stated rates, not on these rows.
